High-throughput results (PubChem)
Pin1 inh = human Pin1 inhibition | AID 504891 | Pin1 FP peptide displacement, HiFluor488, 10 min | Q13526 | actives 0.009% (n = 390,000) | Potency, µM (titrated, usually from 115 µM), inactives show at the highest dose activity, negative = inhibition, most hits filed as inhibitors; active = well fitted inhibition curve with a large enough effect in the polarisation, with a control signal flat, not every such curve was filed as active; inconclusive = small, poorly fitted or top-dose-only effect, or effect the other way, or a change in a side signal; inactive = no such curve, though single readings can be large or run the other way; the % refers to the polarisation; also: potency is read from the fitted curve at half-maximal effect; % is scaled to controls: 0 for no effect and ±100 for the full control effect
PGK inhibitor = inhibitors of T. brucei phosphoglycerate kinase; P07378; PGK/GAPDH coupled, Kinase-Glo luminescence, 60 min; Potency, µM (series often up to 57.5 µM), for the others: at the top dose activity change, negative = inhibition, hits mostly inhibitors; actives 0.043% (n = 380,000); AID 602233; also: potency is read from the fitted curve at half-maximal effect; % is scaled to controls: 0 for no effect and ±100 for the full control effect; nearly all actives have a fitted effect of over 60% in size
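Luminescent ATP detection (Kinase-Glo Plus) follows a 60-minute room-temperature incubation, with wells lacking PGK as controls. Buffer: 100 mM TEA (pH 7.6), 5 mM MgCl2, 0.01% Tween-20. Coupling enzyme GAPDH (100 nM final) supplies unstable 1,3-BPG in-well.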
G9a inh = inhibitors of human histone lysine methyltransferase G9a; actives 8.8% (n = 350,000); G9a H3K9 monomethylation, AlphaScreen, 2 h; Potency, µM (top dose mostly 102 µM), for the others: top-dose activity, negative = inhibition, actives largely listed as inhibitors; Q96KQ7; AID 504332; also: potency is read from the fitted curve at half-maximal effect; % is scaled to controls: 0 for no effect and ±100 for the full control effect; nearly all actives have a fitted effect of over 75% in size
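Readings reflect AlphaScreen signal from monomethyl-H3K9 antibody detection. HMT at 20 nM; substrate b-H3K9 500 nM; cofactor SAM 20 uM; 2 h RT reaction; compounds tested as titrations in qHTS with 15 min preincubation.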
Pol eta inh = blocks human DNA polymerase eta activity. Q9Y253. recombinant Pol eta, fluorescent DNA replication assay. Potency, µM (doses to about 114 µM), without a hit: at the highest dose activity change, negative = inhibition, hits mostly inhibitors. actives 1.2% (n = 390,000). AID 588591; also: potency is read from the fitted curve at half-maximal effect; % is scaled to controls: 0 for no effect and ±100 for the full control effect
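Fluorescent replication assay: 50 nM final substrate added after a 15 min room-temperature compound preincubation with 10 nM enzyme. Signal taken at 0 min and again at 10 min.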
HP1b chromo inh = HP1-beta chromodomain-methylated histone interaction inhibition; AlphaScreen HP1-beta / biotin-H3K9me3 peptide binding; Potency, µM (top dose mostly 114 µM), for the others: top-dose activity change, negative = inhibition, most hits filed as inhibitors; actives 0.56% (n = 390,000); AID 540317; P83916; also: potency is read from the fitted curve at half-maximal effect; nearly all actives have a fitted effect of over 70% in size; inactives centre near 23
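HP1-beta protein (50 nM final) preincubated 30 min at room temperature with biotinylated H3(1-18)K9me3 peptide (50 nM) in PBS pH 7.4, 0.01% Tween-20, then compound added for 30 min. AlphaScreen streptavidin donor/nickel chelate acceptor beads (10 ug/mL final), 30 min dark, luminescence read.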
JMJD2A Tudor = blocks the human JMJD2A Tudor domain | O75164 | AlphaScreen JMJD2A-Tudor / H3K4me3 peptide binding | Potency, µM (titrated, usually from 114 µM), inactives show at the highest dose activity change, negative = inhibition, usual class: inhibitors | actives 4.4% (n = 390,000) | AID 504339; also: potency is read from the fitted curve at half-maximal effect; % is scaled to controls: 0 for no effect and ±100 for the full control effect; nearly all actives have a fitted effect of over 50% in size
Target sequence (O75164 whole entry, looked up, the tested form may be a part): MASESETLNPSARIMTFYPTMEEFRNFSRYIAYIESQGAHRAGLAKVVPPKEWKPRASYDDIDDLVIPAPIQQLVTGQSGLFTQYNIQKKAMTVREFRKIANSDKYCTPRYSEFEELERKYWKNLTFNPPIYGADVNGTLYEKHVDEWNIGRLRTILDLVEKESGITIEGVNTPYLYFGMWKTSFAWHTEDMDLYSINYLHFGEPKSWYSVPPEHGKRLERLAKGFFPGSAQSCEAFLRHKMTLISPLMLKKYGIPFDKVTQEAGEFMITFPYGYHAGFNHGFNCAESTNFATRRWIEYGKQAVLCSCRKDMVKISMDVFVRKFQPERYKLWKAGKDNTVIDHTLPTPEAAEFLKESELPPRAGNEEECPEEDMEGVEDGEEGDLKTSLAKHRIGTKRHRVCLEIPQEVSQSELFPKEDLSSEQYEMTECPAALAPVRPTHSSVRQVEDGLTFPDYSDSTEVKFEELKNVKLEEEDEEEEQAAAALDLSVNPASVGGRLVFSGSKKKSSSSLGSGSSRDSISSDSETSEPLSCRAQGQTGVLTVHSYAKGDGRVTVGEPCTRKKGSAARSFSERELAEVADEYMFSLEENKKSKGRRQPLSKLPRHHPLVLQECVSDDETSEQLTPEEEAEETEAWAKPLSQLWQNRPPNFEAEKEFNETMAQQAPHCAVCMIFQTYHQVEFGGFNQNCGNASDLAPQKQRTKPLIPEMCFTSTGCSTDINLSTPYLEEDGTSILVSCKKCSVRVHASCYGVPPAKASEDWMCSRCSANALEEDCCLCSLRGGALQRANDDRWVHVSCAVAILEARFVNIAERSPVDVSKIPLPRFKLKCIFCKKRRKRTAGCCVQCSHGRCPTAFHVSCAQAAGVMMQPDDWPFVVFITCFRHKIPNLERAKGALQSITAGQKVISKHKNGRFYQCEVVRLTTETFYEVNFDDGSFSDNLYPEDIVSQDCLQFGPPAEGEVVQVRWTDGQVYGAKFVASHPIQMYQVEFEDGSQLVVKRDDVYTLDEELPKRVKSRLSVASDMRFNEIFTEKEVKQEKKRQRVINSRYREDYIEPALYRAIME
PI4K2A inh = PI4K2A (human) kinase inhibition; Q9BTU6; purified PI4K2A, ADP-Glo luminescence, 1 h; hits give low values; activity change, negative = inhibition, % at 76.9 µM; actives 0.13% (n = 420,000); in the data active = activity change below about -50%; inconclusive = mostly about -30% to -49%;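 also: -100% = wells without enzyme as full effect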
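In this quantitative HTS, ADP production by PI4K2A was quantified luminescently after 1 h at ambient temperature; 100 microM adenosine served as plate-quality control.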
BAZ2B block = BAZ2B (human) inhibition | AlphaScreen BAZ2B-H3K14Ac peptide displacement | AID 504333 | Potency, µM (top dose mostly 114 µM), inactives show top-dose activity change, negative = inhibition, most hits filed as inhibitors | Q9UIF8 | actives 4.4% (n = 360,000); also: potency is read from the fitted curve at half-maximal effect; % is scaled to controls: 0 for no effect and ±100 for the full control effect; nearly all actives have a fitted effect of over 60% in size
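BAZ2B (50 nM) with biotin-H3(5-23)K14Ac peptide (50 nM) in PBS pH 7.4, 0.01% Tween-20, preformed 30 min, then compound 30 min at room temperature; top concentration 110uM. AlphaScreen streptavidin donor/nickel chelate acceptor beads (10 ug/mL final), 20 min dark, signal read.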
GLS inhibitor = inhibitors of human glutaminase (GLS); GLS enzymatic activity, qHTS titration; Potency, µM (highest dose often 45.5 µM), for inactives: top-dose activity change, negative = inhibition, most hits filed as inhibitors; O94925; actives 0.21% (n = 410,000); also: potency is read from the fitted curve at half-maximal effect; % is scaled to controls: 0 for no effect and ±100 for the full control effect
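hKGA in 45 mM KH2PO4 pH 8.2, 0.02% Tween-20 with pin-transferred compounds; 1 mM L-glutamine (stock) plus glutamate oxidase/HRP/Amplex Red coupling added. Fluorescence read initially and after 30 min at RT.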
Numbers without * were called inactive; i = inactive; ? = inconclusive; / = no result given; & = joins results of further samples; [ ] = remark or other dose. Unless noted, calls follow the shape of the dose curve; as a rule, active = well fitted curve in the direction sought with a large enough effect; inconclusive = small, poorly fitted or top-dose-only effect, or another doubt; inactive = no such curve, though single readings can be large; an effect the other way counts as inactive or inconclusive. Not all compounds are listed; rates above refer to the full screens.

SMILES	Pin1 inh	PGK inhibitor	G9a inh	Pol eta inh	HP1b chromo inh	JMJD2A Tudor	PI4K2A inh	BAZ2B block	GLS inhibitor
COc1cc(OC)cc(C(=O)NNC(=O)CN2C(=O)NC(C)(c3ccccc3)C2=O)c1 (centres undefined)	4%	4%	7%	-3%	27%	-8%	0	-9%	18%
C[C@@H]1CN([C@@H](C)CO)S(=O)(=O)c2ccc(Br)cc2O[C@@H]1CN(C)C(=O)c1ccccn1	/	7%	/	-25%	/	/	-4	/	0%
CC1(C)C2CCC1(CS(=O)(=O)Nc1ccccc1)C(=O)C2 (centres undefined)	-7%	-7%	0%	-5%	36%	-10%	0	0%	12%
CC1CC(C)CN(C(=O)CCNC(=O)Cn2ccc3ccccc3c2=O)C1 (centres undefined)	-7%	-7%	24%	-5%	-15%	-13%	0	0%	?
COc1cccc(CNC(=O)C2CCN(S(=O)(=O)c3cccc4cccnc34)CC2)c1	-4%	-9%	13%	-12%	45%[activator]	-11%	-2	-1%	4%
COc1ccc(Cc2n[nH]c(=S)n2C)cc1Br	8%	4%	?	1%	5%	20µM*	-2	11%	8%
O=C(NC(=S)N1CCN(c2ccc([N+](=O)[O-])cc2Cl)CC1)c1ccco1	2%	-8%	12%[59 µM]	-12%	?	-16%	-5	-38%	1%
O=c1c2ccccc2nnn1CCc1ccccc1	/	-7%	/	-20%	/	/	-3	/	2%
COc1ccc(C(=O)Nc2ccc(NC(C)=O)cc2)cc1S(=O)(=O)N(C)Cc1ccccc1	5%	-2%	-8%[59 µM]	-28%	12%	-15%	12	8%	-1%
N=c1sccn1CC(=O)NC(=O)NC1CCCC1	5%	2%	-18%[59 µM]	-17%	26%	-7%	-1	-11%	6%
COc1ccc(NC(=O)CSc2nnc3n2CCCCC3)cc1	-1%	-9%	-3%	-10%	8%	-17%	-6	-16%	-5%
COc1ccc(NC(=O)c2ccccc2NS(C)(=O)=O)cc1OC	-3%	-2%	0%[12.7 µM]	7%	20%	-7%	0	9%	17%
CCOc1ccc(NC(=O)c2ccc(-c3ccccc3)s2)cc1	0%	-3%	0%[59 µM]	4%	11%	-15%	-2	2%	0%
CC1CCCN(C(=O)c2ccc(NC(=O)CC3SC(N4CCCC4)=NC3=O)cc2)C1 (centres undefined)	0%	i	-5%	-17%	15%	-16%	-4	5%	-3%
Nc1ccc(C(=O)NCc2ccccc2)cc1	1%	-9%	-1%	-5%	44%[activator]	2%	-1	-8%	1%
Cc1ccc(S(=O)(=O)c2nc(S(C)(=O)=O)sc2NCC2CCCO2)cc1 (centres undefined)	4%	-6%	-9%	-5%	39%	-15%	2	4%	-1%
CCc1ccc(NC(=O)COc2ccc(Br)cn2)cc1	-1%	0%	-2%	3%	18%	-13%	-7	-4%	4%
Cc1ccccc1OCc1nnc(SCC(=O)NCc2ccco2)n1C	3%	-2%	-11%	-19%	29%	0%	0	-3%	2%
CSc1ccccc1NC(=O)c1cc(C)on1	2%	-8%	-1%[12.7 µM]	-8%	4%	-11%	9	1%	3%
Cc1ccccc1C(=O)NC(C)c1ccc2c(c1)CCCC2 (centres undefined)	-1%	0%	-7%	-7%	15%	6%	-1	8%	0%
O=C(OCc1cn([C@@H]2CN(C(=O)C3CCCCC3)[C@@H](c3ccccc3)C[C@H]2O)nn1)c1ccccc1	/	-4%	/	-13%	/	/	1	/	-2%
O=C(CSc1ccc(-c2ccccn2)nn1)N1CCCc2ccccc21	-3%	-1%	?	-11%	14%	7.9µM*	2	8.9µM*	4%
COc1ccc(S(=O)(=O)N2CCCOC2CNC(=O)C(=O)NCc2ccccc2C)cc1 (centres undefined)	/	3%	/	-20%	/	/	-3	/	1%
O=C(COc1coc(CN2CCN(c3ccccc3)CC2)cc1=O)Nc1ccccc1	3%	i	0%[0.501 µM]	?	15%	-25%	-4	-31%	3%
COCCOC(=O)C1=C(C)NC(C)=C(C(=O)OC(C)C)C1c1cccc([N+](=O)[O-])c1 (centres undefined)	1%	-2%	62%&-45%[activator][59 µM]	-3%[57.1 µM]	14%	-24%	1&1&-10&-1	?	11%&16%
CC1C(=O)CC(c2ccccc2)N(C)C1c1ccccc1 (centres undefined)	-24%	-1%	29%	-11%	149%[activator]	35%	2	26%	2%
CC(C)(C)N(Cc1ccccc1)C(=O)c1ccc(Br)o1	-7%	-8%	27%[12.7 µM]	-8%	20%	8%	-1	?	5%
Cc1cc(C)n2ncc(C(=O)NC3CCCCC3)c2n1	1%&6%	-5%	7%	-14%	44%[activator]	-13%&-6%	2	-8%	-3%
CCOc1ccc(CNC(=O)c2ccc(CS(=O)c3ccccc3)o2)cc1 (centres undefined)	0%	5%	-28%[59 µM]	-1%	28%	-5%	4	-17%	1%
Fc1ccc(N/N=C2/CC(c3ccccc3)Oc3ccccc32)c(F)c1 (centres undefined)	0%	0%	10µM*	-26%	-21%	?	-1	?	2%
Cc1ccc(C(C)C)c(OCC(=O)Nc2sc3c(c2C#N)CC(C)(C)NC3(C)C)c1	-2%	i	14%	?	44%[activator]	2%	4	5%	-5%
O=C(C[n+]1cc(-c2ccc(F)cc2)n2c1CCC2)Nc1nc(-c2ccc(F)cc2)cs1	-5%	-4%	-3%[59 µM]	-17%	-5%	-21%	-1	-10%	8%
O=C(COC(=O)c1cccc(S(=O)(=O)N2CCCCCC2)c1)Nc1ccccc1C(F)(F)F	-2%	i	3%[59 µM]	-20%	24%	-7%	-3	6%	2%
Cc1c(Cl)cccc1NC(=O)c1ccc(C(=O)Nc2cccc(Cl)c2C)cc1	-1%	9%	-3%[59 µM]	-15%	31%	-9%	-4	1%	-5%
Cc1c(OCC(=O)NCC(O)c2ccccc2)ccc2c3c(c(=O)oc12)CCCC3 (centres undefined)	18%	-1%	-5%	-15%	12%[57 µM]	-6%	5	-1%	-14%
CN(c1ccccc1)S(=O)(=O)c1ccc(Cl)c(C(=O)Nc2nn[nH]n2)c1	-1%	-1%	28µM*	-4%	25%	-18%	5	?	9%
Cc1cc(NC(=O)CCC(=O)N(Cc2cccs2)C(C(=O)NC2CCCC2)c2cccnc2)no1 (centres undefined)	-1%	-18%	13%[12.7 µM]	3%	7%	-9%	4	-4%	2%
Cc1ccccc1NC(=O)c1ccc(CN(c2ccccc2)S(=O)(=O)c2ccccc2)cc1	18%	-8%	8%[59 µM]	3%	29%	-9%	-1	1%	-1%
c1ccc(Cc2noc(CN3CCCC(CN4CCOCC4)C3)n2)cc1 (centres undefined)	12%	1%	-13%	5%	16%	-6%	2	-6%	1%
Cc1sc(NC(=O)c2ccco2)c(CN2CCCCC2)c1C	-8%	-10%	-9%[59 µM]	-14%	-7%	-33%	-4	-35%	12%
COc1ccccc1C(=O)NC(=O)COC(=O)CCOc1cc(C)ccc1C	-3%	i	55%[activator]	-18%	73%[activator]	31%	3	6%	-10%
C=CCNC(=O)c1n[nH]c2c1CC(C(C)(C)CC)CC2 (centres undefined)	-7%	i	12%[2.33 µM]	-17%	37%	-20%	-3	2%	7%
CCOc1ccc(Br)cc1C1C(C(=O)Nc2ccccc2OC)=C(C)Nc2nnnn21 (centres undefined)	1%	6%	-2%[59 µM]	-12%	21%	-12%	-4	-10%	3%
COC(=O)[C@H](C)NC(=O)NCc1ccccc1	-14%	i	?	-6%	20%	-9%	0	1%	16%
CC1CCN(S(=O)(=O)c2ccc3c(c2)c(=O)c(C(=O)N2CCN(c4cccc(Cl)c4)CC2)cn3C)CC1	-4%	1%	5%[59 µM]	-8%	18%	-11%	-9	/	-1%

Filtered by structure, the compounds so far containing an aryl methoxy group
SMILES	Pin1 inh	PGK inhibitor	G9a inh	Pol eta inh	HP1b chromo inh	JMJD2A Tudor	PI4K2A inh	BAZ2B block	GLS inhibitor
COc1cc(OC)cc(C(=O)NNC(=O)CN2C(=O)NC(C)(c3ccccc3)C2=O)c1 (centres undefined)	4%	4%	7%	-3%	27%	-8%	0	-9%	18%
COc1cccc(CNC(=O)C2CCN(S(=O)(=O)c3cccc4cccnc34)CC2)c1	-4%	-9%	13%	-12%	45%[activator]	-11%	-2	-1%	4%
COc1ccc(Cc2n[nH]c(=S)n2C)cc1Br	8%	4%	?	1%	5%	20µM*	-2	11%	8%
COc1ccc(C(=O)Nc2ccc(NC(C)=O)cc2)cc1S(=O)(=O)N(C)Cc1ccccc1	5%	-2%	-8%[59 µM]	-28%	12%	-15%	12	8%	-1%
COc1ccc(NC(=O)CSc2nnc3n2CCCCC3)cc1	-1%	-9%	-3%	-10%	8%	-17%	-6	-16%	-5%
COc1ccc(NC(=O)c2ccccc2NS(C)(=O)=O)cc1OC	-3%	-2%	0%[12.7 µM]	7%	20%	-7%	0	9%	17%
COc1ccc(S(=O)(=O)N2CCCOC2CNC(=O)C(=O)NCc2ccccc2C)cc1 (centres undefined)	/	3%	/	-20%	/	/	-3	/	1%
COc1ccccc1C(=O)NC(=O)COC(=O)CCOc1cc(C)ccc1C	-3%	i	55%[activator]	-18%	73%[activator]	31%	3	6%	-10%
CCOc1ccc(Br)cc1C1C(C(=O)Nc2ccccc2OC)=C(C)Nc2nnnn21 (centres undefined)	1%	6%	-2%[59 µM]	-12%	21%	-12%	-4	-10%	3%
